High-throughput results from PubChem BioAssay.
GalR3 antag: blocks the human galanin receptor 3 | O60755 | HEK293 GalR3-CNG cAMP membrane potential fluorescence; galR3 body fused to GalR1 C-terminus | inhibition, % at 3 µM | hit rate 0.44% among 360,000 | AID 651719;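 active = inhibition above the screen-wide average plus 3 SD, cut at about 13% in these data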;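 note: forskolin and galanin both at EC90 stimulate the cells; cAMP rise reported by CNG channel membrane potential dye signal; 0% = forskolin plus galanin with DMSO and 100% = forskolin alone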
Target sequence (O60755 1-299 limits assumed): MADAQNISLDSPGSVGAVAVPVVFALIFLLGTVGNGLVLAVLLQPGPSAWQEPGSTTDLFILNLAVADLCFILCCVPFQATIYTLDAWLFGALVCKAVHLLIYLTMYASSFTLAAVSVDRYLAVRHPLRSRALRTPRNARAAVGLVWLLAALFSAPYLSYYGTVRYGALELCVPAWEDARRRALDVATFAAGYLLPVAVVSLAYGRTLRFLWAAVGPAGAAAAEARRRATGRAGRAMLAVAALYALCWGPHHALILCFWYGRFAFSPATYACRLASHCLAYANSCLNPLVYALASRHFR
MEKK3 PB1 HTS: modulators (inhibitors or enhancers) of MEK5 binding to human MEKK3 PB1 domain; bead-based flow cytometry, Alexa488-MEK5 binding to MEKK3; actives lie on both sides; 0 = blocked by unlabeled MEK5, 100 = vehicle; binding response (% of control), % at 10 µM; hit rate 1.4% among 290,000;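 active = binding response more than 3 SD above or below the average of its plate-row segment, actives on both sides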;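 note: Alexa488 bead fluorescence after subtracting the streptavidin-only scavenger bead signal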
CRFBP-R2 block: antagonists of CRF-binding protein/CRF-R2 receptor complex. HEK293 CRF-R2/CRF-BP, CRF-induced calcium fluorescence. inhibition, % at 11.8 µM. hit rate 0.59% among 350,000. AID 588475;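 active = inhibition of the ligand-induced calcium signal above about 50% at the single tested concentration, limit read from the data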
PHOSPHO1 block: inhibitors of human PHOSPHO1 phosphatase; Q8TCT1; recombinant PHOSPHO1, absorbance phosphatase assay; hit rate 1.1% among 290,000; inhibition, % at 13.3 µM; AID 1565; in the data active = inhibition above about 60%
Target sequence (Q8TCT1 whole entry, looked up): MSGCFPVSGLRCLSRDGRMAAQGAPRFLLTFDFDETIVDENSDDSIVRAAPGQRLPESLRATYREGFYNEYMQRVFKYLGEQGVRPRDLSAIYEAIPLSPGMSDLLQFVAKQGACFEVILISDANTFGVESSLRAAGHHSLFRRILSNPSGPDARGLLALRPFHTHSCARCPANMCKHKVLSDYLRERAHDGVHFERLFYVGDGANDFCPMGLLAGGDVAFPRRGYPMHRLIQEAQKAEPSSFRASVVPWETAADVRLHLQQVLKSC
p-CIP stab down: lowers stability of the mouse p/CIP coactivator protein. Q05BA5. F442A p/CIP-EGFP cells, EGFP fluorescence, 16 h. decrease of EGFP signal, % at 10 µM. hit rate 0.01% among 290,000. AID 1984;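 active = EGFP signal decrease of at least 30% at 10 µM or well 3 SD below plate mean, unless failing retest; inactive = the rest, including hits failing retest or dose response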; note: some compounds called inactive have numbers as strong as hits; many of its hits are not listed in these tables
IDE act: IDE (human) activation, cell-based | HEK cells, FAbeta-B cleavage, fluorescence polarization; 0% vehicle, 100% cell-free pure enzyme wells | activation, % at 5.96 µM | P14735 | hit rate 0.073% among 340,000;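 active = activation above the mean of all tested compounds plus 3 SD, set per screening campaign, cut at about 17% in these data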
IDE cell inh: cellular human IDE inhibition | HEK cells, FAbetaB cleavage, fluorescence polarization | hit rate 0.41% among 320,000 | inhibition, % at 5.59 µM | P14735 | AID 434962;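 active = percent inhibition above the average of all tested compounds plus 3 SD, set per screening campaign, cut at about 16% in these data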;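 note: IDE supplied by intact live HEK cells; FP after avidin binding of uncleaved biotin substrate so inhibition keeps polarization high; 0% = DMSO wells and 100% = 60 µM reference IDE inhibitor Ii1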
CRFBP-R2 agonist: agonists of human CRF-binding protein/CRF-R2 receptor complex. HEK293 CRF-R2/CRF-BP, calcium dye fluorescence (FLIPR); percent of saturating CRF peptide response. activation, % at 13.2 µM. hit rate 0.46% among 350,000;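 active = activation of at least 50%, plus an integration ratio under a set limit after plate pattern correction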;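 note: plate controls were neutral control wells without compound for no effect and CRF at EC100 for full effect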
M4 PAM: CHRM4 positive allosteric modulation | P08173 | CHO-K1 hM4/Gqi5, Fluo-8 calcium fluorescence, ACh EC20; 0% = ACh EC20, 100% = maximal ACh | activation, % at 3 µM | hit rate 0.4% among 360,000 | AID 624126;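 active = activation above its plate's cutoff, the mean activation of sample wells plus 3 SD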; note: some results filed as inactive read as strong as hits
Target sequence (P08173 whole entry, looked up): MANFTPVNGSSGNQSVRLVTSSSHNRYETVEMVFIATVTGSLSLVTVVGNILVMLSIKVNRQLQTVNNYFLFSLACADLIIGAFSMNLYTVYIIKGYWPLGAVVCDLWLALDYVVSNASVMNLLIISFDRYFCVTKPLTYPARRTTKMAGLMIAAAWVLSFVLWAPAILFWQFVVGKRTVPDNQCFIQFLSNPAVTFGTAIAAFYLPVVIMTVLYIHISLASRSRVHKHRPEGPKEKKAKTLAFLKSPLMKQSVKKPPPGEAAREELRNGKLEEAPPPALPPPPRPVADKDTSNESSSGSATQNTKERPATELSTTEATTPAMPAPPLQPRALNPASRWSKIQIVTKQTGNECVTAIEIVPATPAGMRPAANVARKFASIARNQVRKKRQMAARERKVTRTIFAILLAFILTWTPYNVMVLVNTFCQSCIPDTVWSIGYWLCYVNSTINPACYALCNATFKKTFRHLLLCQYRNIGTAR
* marks the source's active call; other numbers are inactive results; . = no result given.

SMILES	GalR3 antag	MEKK3 PB1 HTS	CRFBP-R2 block	PHOSPHO1 block	p-CIP stab down	IDE act	IDE cell inh	CRFBP-R2 agonist	M4 PAM
CCn1c(C)nc2cc(C(=O)NNC(=S)NC(=O)c3ccc(OC)cc3)ccc21	-2	111	-18	-2	8	-3	4	-0.8	0
CCCCCn1c(=O)c2ccccc2n2c(=S)[nH]nc12	0	105	-4	-42	3	-4	2	-1.5	1
O=C(COC(=O)c1cnccn1)Nc1c(Cl)cc(Cl)cc1Cl	-4	.	2	.	.	4	0	-0.4	-1
Cc1cc(CNC(=O)COc2ccc(F)cc2F)c2ccccc2n1	0	52	-1	-5	-6	6	-2	-3.0	-7
COc1ccc(S(=O)(=O)N(CC(=O)N/N=C/c2ccccc2C(=O)O)c2ccccc2OC)cc1	-7	74	-18	-17	1	4	5	2.8	-3
CC(=O)Nc1ccc(NC(C)=O)c(NC2OCC(O)C(O)C2O)c1 (centres undefined)	5	104	9	19	-11	0	-3	0.0	1
O=C(Nc1c2c(nn1-c1ccccc1)CS(=O)(=O)C2)c1ccc2c(c1)OCO2	-5	100	-4	33	15	-1	-3	0.4	-2
Cc1ccc(-n2nc(C)c3c(C)c(CCC(=O)Nc4ccc(CN5CCCC5)cc4)c(C)nc32)cc1	-7	108	1	32	-5	13	-4	5.1	-17
O=C(O)c1ccc(CP(=O)(c2ccccc2)c2ccccc2)cc1	-6	122*	14	3	-1	1	1	-0.7	-2
O=C(CCCCCNS(=O)(=O)c1ccc(Br)cc1)NCCN1CCOCC1	-4	106	8	24	2	3	15	-0.5	9
O=C(C1CCC(CNS(=O)(=O)c2cccs2)CC1)N1CCCCC1 (centres undefined)	4	100	3	-2	-5	-1	-5	-1.1	4
C=CCn1c(Cc2cccc3ccccc23)n[nH]c1=S	2	92	13	-4	-3	-6	6	-2.6	12
Oc1ccc(-c2nc3ccccc3s2)c(O)c1	-2	93	-5	-1	3	-1	-10	0.3	-14
Cc1ccc(N2CC(C(=O)NCc3nnnn3-c3ccc(C)c(C)c3)CC2=O)cc1 (centres undefined)	-9	104	6	7	8	7	0	-1.2	3
COc1ccc(C2Nc3ccccc3C(=O)N2c2ccc(C)cc2)cc1Cn1nc(C)c([N+](=O)[O-])c1C (centres undefined)	-8	93	29	16	0	3	2	1.0	-4
COc1ccc(OC)c(NC(=O)CCN2C(=O)c3ccccc3C2=O)c1	-10	104	8	25	-3	6	.	-3.4	-7
Cc1ccc(S(=O)(=O)NCCSc2ncccn2)cc1	-5	100	-9	3	3	5	8	-1.7	3
Cc1cccc(C(=O)N[C@H](C(=O)OCC(=O)NC2CCS(=O)(=O)C2)C(C)C)c1 (some centres undefined)	-1	103	6	3	-7	8	3	-3.5	8
COc1ccc(C2c3c(ncn(Cc4ccco4)c3=N)Oc3ccc4ccccc4c32)cc1 (centres undefined)	-8	106	-21	-21	-17	5	-1	0.8	-1
Cc1n[nH]c(=O)n(N=Cc2c[nH]c3ccccc23)c1=O	-6	.	-1	.	.	.	.	8.8	2
CSc1nc(N)nc(SCC(=O)c2ccccc2)c1C#N	-4	99	-9	20	8	-3	4	-1.1	-3
Cc1ccc(NC(=O)c2ccccc2NC(=O)CCC(=O)O)cc1	1	98	16	-16	-32	2	4	8.0	-3
COCC(=O)NNC(=O)c1ccc(OC)cc1	-8	113	7	-20	12	1	1	1.0	-1
CC(C)CC(=O)Nc1cccc(-c2cn3ccsc3n2)c1	-2	99	-42	-6	3	6	6	5.4	8
O=C(NCC1CCCO1)C1CCCN1C(=O)Nc1ccc(Cl)cc1 (centres undefined)	-8	96	33	60*	-13	0	1	6.6	-2
Continued:
SMILES	GalR3 antag	MEKK3 PB1 HTS	CRFBP-R2 block	PHOSPHO1 block	p-CIP stab down	IDE act	IDE cell inh	CRFBP-R2 agonist	M4 PAM
Cn1nnnc1SCC(=O)NCc1cccc(C(=O)O)c1	-3	106	-3	-8	-4	7	3	-2.5	8
COc1cccc(N2CCN(S(=O)(=O)c3c(C)[nH]c(C)c3C(=O)N3CCCC3)CC2)c1	-5	103	120*	26	-12	-2	-5	1.8	-4
Cc1ccc(S(=O)(=O)Nc2cc3c(C(=O)Nc4ccccc4)c(C)oc3c3ccccc23)cc1	-4	101	-5	9	-6	-3	4	1.1	1
COCc1ccc(CN2CCC(n3nccc3NC(=O)c3ccc4c(c3)OCO4)CC2)o1	-4	.	12	.	.	.	.	-1.5	-2
CC(C)Cc1csc(=S)[nH]1	0	.	13	.	.	-18	.	-1.7	-2
CCOC(=O)N1CCC(NC(=O)c2ccc(CS(=O)c3cccc(C)c3)o2)CC1 (centres undefined)	-7	99	20	32	-9	2	-4	-1.7	2
CC(C(=O)NCC1(c2ccccc2)CCOCC1)N1CCOCC1 (centres undefined)	-6	98	-7	-1	-1	-2	-2	1.0	5
N#Cc1c(N)n(C2CCCCC2)c2nc3ccccc3nc12	-5	90	-28	14	-5	-6	2	-0.3	3
O=C(CCN1C(=O)/C(=C/c2cccc(Br)c2)SC1=S)NNC(=O)c1cccnc1	.	101	12	-41	-1	3	2	-1.4	6
Oc1c(Cl)cc(Cl)cc1C=Nc1ccc(N2CCOCC2)cc1	-2	100	1	15	6	1	2	2.6	-4
O=C(NC(Cc1ccccc1)C(=O)O)/C(=C\c1ccc(F)cc1)NC(=O)c1ccccc1 (centres undefined)	-2	96	3	50	4	6	0	0.0	-1
Cc1ccccc1CSc1nnc([C@@H]2CCCN2)o1	-4	104	-15	16	-12	0	7	-1.1	-3
CC1=C(C)CC2C(=O)N(Cc3ccccc3)C(=O)C2C1 (centres undefined)	-7	108	27	17	-11	4	-2	-1.6	5
Cc1cccn2c(=O)c3cc(C(=O)NCCN4CCOCC4)c(=N)n(CCN4CCOCC4)c3nc12	-9	91	11	37	4	12	3	-0.3	0
Cc1ccc(-c2nc3ccccc3s2)cc1S(=O)(=O)N1CCCC1	.	101	-1	-7	-4	3	3	11	-16
O=C(CSc1nnc(Cc2cc(=O)[nH]c(=O)[nH]2)n1-c1ccc(Cl)cc1)N1CCc2ccccc21	.	94	.	-15	9	.	-9	.	.
O=C(COc1ccc(OCc2ccccc2)cc1)NN=C1CCCC1	-1	97	3	0	-4	-3	8	-0.9	9
Cc1nn(Cc2ccccc2)c(C)c1C(=O)N1CCN(CC(=O)Nc2ccc(F)cc2)CC1	-5	.	1	.	.	2	-3	-0.8	8
CN(C)c1ccc(C2N3CC4(C)CN2CC(C)(C3)C4O)cc1 (centres undefined)	.	104	23	0	5	3	2	-1.2	11
CCCCc1ccc(/C=C2\C(=O)ON=C2c2ccccc2)s1	-8	97	0	11	5	3	6	-1.2	-4
COc1ccc(/C=C/C(=O)NC(=S)NNC(=O)c2cnccn2)cc1	-3	95	-14	-156	-22	0	2	-0.3	0
Cc1ccc(S(=O)(=O)N2CCOCC2)cc1NC(=O)COC(=O)/C=C/c1ccc(F)cc1	-6	.	-9	.	.	-4	3	0.7	5
Cc1nc(C)c(C(=O)N2CCCC(C(=O)c3ccc(Cl)cc3C)C2)s1 (centres undefined)	-8	100	-7	47	5	-1	4	-1.2	2
O=C(O)C(O)(c1ccccc1)C(O)c1ccccc1 (centres undefined)	-1	.	-7	.	.	3	3	-1.6	3
CC(=O)NC(Cc1ccc(C)cc1)C(=O)NC1CCN(C(=O)c2ccc([N+](=O)[O-])cc2)CC1 (centres undefined)	-4	106	13	-27	3	8	1	0.9	19

Part of the list above, showing only CRFBP-R2 agonist.
compound	CRFBP-R2 agonist
CN(C)c1ccc(C2N3CC4(C)CN2CC(C)(C3)C4O)cc1 (centres undefined)	-1.2
CCCCc1ccc(/C=C2\C(=O)ON=C2c2ccccc2)s1	-1.2
COc1ccc(/C=C/C(=O)NC(=S)NNC(=O)c2cnccn2)cc1	-0.3
Cc1ccc(S(=O)(=O)N2CCOCC2)cc1NC(=O)COC(=O)/C=C/c1ccc(F)cc1	0.7

(more compounds)
SMILES	GalR3 antag	MEKK3 PB1 HTS	CRFBP-R2 block	PHOSPHO1 block	p-CIP stab down	IDE act	IDE cell inh	CRFBP-R2 agonist	M4 PAM
COC(=O)c1c(C)[nH]c(C(=O)COC(=O)Cn2cc(C(F)(F)F)ccc2=O)c1C	1	.	5	.	.	10	.	-0.9	-4
O=C(NC1CCCCC1)c1ccc(N2CCCC2=O)cc1	-3	107	-3	2	-24	3	5	-0.7	9
Fc1ccc(C2CC(c3ccco3)=NN2c2ccccc2)cc1 (centres undefined)	-2	114	-17	-10	-48	3	2	1.5	3
CC(NC(=O)C(=O)NN=C1CCCC1)c1ccccc1 (centres undefined)	-1	92	18	-7	-8	8	-4	0.8	-3
O=C(COc1ccc2ccc(=O)oc2c1)N1CCN(c2ccccc2)CC1	-5	108	4	2	4	-4	8	-0.8	-6
Cc1ccc(C(=O)Nc2ccncc2)o1	-2	104	-3	-18	-2	-4	-3	-0.2	-5
O=c1cc(CN2CCOCC2)c2c(ccc3ccccc32)o1	.	106	-1	-2	4	10	-4	-0.2	0
CCOC(=O)CSc1n[nH]c(-c2ccco2)n1	2	98	6	-5	-7	4	6	-3.0	2
Cc1ccc(OCC(=O)NCCNC(=O)COc2ccc(C)cc2)cc1	-1	101	-5	6	0	0	4	-0.3	9
CCc1nccn1CCC(=O)N1CCCC(Nc2ccc(C(C)C)cc2)C1 (centres undefined)	2	90	-85	9	-14	5	0	0.5	-5
Cc1cc(CNC(=O)C2CCC(=O)N(CCc3ccc(Cl)cc3)C2)no1 (centres undefined)	0	102	3	-10	-28	-4	-2	-3.6	-2
COc1ccccc1CCNCc1ccc(OC)c(OCc2ccccc2)c1	-8	101	-45	-10	-15	5	-1	0.2	-13
CCCCOc1ccc(C2CC(=O)N(C)C2=O)cc1 (centres undefined)	-1	102	-1	-1	-1	4	0	-1.7	2
COc1ccc(NC(=O)CSc2nnc(NC(=O)c3ccco3)s2)cc1OC	1	99	0	-17	-5	-4	0	-1.5	1
CCC(=O)N1CCc2cc(S(=O)(=O)NC(Cc3ccccc3)C(=O)NC3CCCCC3C)ccc21 (centres undefined)	-6	98	7	26	-7	-1	5	-1.9	-7
Cc1ccc2c(C)nc(N/C(N)=N/S(=O)(=O)c3ccc([N+](=O)[O-])cc3)nc2c1	-6	81	-11	6	-10	5	6	-0.9	2
C/C(=N/NS(=O)(=O)c1ccccc1)c1ccc(Cl)cc1	0	99	5	24	13	1	4	0.9	1
Cc1ccc(C(=O)NNC(=O)C2CCN(S(=O)(=O)c3ccc(Cl)cc3)CC2)cc1	-6	103	0	3	-10	2	4	0.3	2
COc1ccc(S(=O)(=O)N2CCOCC2)cc1NC(=O)CSc1n[nH]c(=O)n1C1CC1	-6	84	4	-5	12	1	4	0.7	2
Cc1cccc(-n2ncc3c(NCCCN4CCCC4=O)ncnc32)c1	-3	103	12	46	-22	-3	-3	-1.5	-1
C=CCNc1nnc(SCC(=O)Nc2ccccc2OC)c2ccccc12	-10	100	5	43	-13	0	-1	0.8	-14
Cc1cc(C)c(C)c(S(=O)(=O)N2CCN(c3ncnc4sc(C)c(C)c34)CC2)c1C	.	107	-8	29	-2	-1	-4	1.3	8
COc1ccc(N2CCN(C(=O)/C(C#N)=C/c3ccccc3)CC2)cc1	-2	102	-16	10	-30	-2	18*	-0.8	-1
